From PubChem
EPAC1 ag: activates human EPAC1 exchange factor | Potency, µM (doses to about 154 µM), for the others: top-dose activation, actives largely listed as activators | O95398 | 360,000 tested, 0.073% active | AID 720707 | EPAC1 agonist qHTS, biochemical assay; response scale: 100% = response to 6.5 mM cAMP; also: potency is read from the fitted curve at half-maximal effect; nearly all actives have a fitted effect of over 60% in size
Target sequence (O95398 whole entry, looked up): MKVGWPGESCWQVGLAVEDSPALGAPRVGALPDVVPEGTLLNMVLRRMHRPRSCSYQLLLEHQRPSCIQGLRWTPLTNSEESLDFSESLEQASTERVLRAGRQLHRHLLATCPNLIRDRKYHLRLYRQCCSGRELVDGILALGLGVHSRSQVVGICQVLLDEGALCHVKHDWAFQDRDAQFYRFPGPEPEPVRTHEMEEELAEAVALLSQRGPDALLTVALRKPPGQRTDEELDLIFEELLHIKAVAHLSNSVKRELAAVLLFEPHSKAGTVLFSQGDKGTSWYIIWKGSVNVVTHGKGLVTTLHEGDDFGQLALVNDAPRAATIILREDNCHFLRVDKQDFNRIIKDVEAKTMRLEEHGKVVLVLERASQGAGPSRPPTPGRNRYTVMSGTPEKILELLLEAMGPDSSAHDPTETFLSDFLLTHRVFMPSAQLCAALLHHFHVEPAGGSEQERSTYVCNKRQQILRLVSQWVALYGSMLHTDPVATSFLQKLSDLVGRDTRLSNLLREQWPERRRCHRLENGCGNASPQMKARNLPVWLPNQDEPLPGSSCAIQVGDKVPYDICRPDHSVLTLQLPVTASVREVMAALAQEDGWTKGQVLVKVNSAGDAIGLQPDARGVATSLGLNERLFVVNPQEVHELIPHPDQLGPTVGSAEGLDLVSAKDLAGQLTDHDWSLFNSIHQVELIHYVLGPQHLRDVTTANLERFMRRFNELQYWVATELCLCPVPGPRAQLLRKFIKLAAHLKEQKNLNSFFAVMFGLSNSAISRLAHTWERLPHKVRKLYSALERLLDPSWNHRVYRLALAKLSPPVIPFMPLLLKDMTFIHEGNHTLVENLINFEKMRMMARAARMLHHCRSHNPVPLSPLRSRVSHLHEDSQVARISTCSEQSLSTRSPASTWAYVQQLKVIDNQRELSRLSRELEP
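Fluorescent GDP-exchange assay: 100 nM EPAC1 with 250 nM Rap1B preloaded with BODIPY-GDP and 50 uM GDP; compounds tested as concentration series, 5 min at room temperature, then read every 5 min for 30 min (ex 480/em 540 nm); normalized to 6.5 mM cAMP.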
WRN helicase inh: WRN helicase (human) inhibition; 360,000 tested, 0.46% active; Q14191; Potency, µM (series often up to 114 µM), for inactives: top-dose activity change, negative = inhibition, most hits filed as inhibitors; WRN helicase unwinding, fluorescent forked duplex, kinetic; also: potency is read from the fitted curve at half-maximal effect; % is scaled to controls: 0 for no effect and ±100 for the full control effect; nearly all actives have a fitted effect of over 55% in size
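Screening of the MLSMR collection measured strand separation of a quenched forked DNA duplex (100 nM) by 20 nM WRN with 2 mM ATP, all final. Compounds were preincubated with enzyme 15 min at room temperature.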
PI5P4K alpha inh: inhibitors of human PI5P4K alpha; P48426; max response, %; PI5P4Kalpha enzyme, ADP-Glo luminescence, 60 min; active compounds read low; 330,000 tested, 1.2% active; active = max response of -50% or lower; inconclusive = between -30% and -50%; inactive = -30% or higher; also: value at the top dose of about 77 µM; % is scaled to controls: 0 for no effect and ±100 for the full control effect
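Controls without substrate or without enzyme flank wells where PI5P4Kalpha converts substrate using 5 microM ATP (final). Incubation lasts 60 minutes at room temperature; ADP formed is read by ADP-Glo luminescence.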
EPAC1 antagonist: EPAC1 (human) antagonism; EPAC1 GEF assay, Rap1b-BODIPY-GDP exchange fluorescence; Potency, µM (doses to about 115 µM), for inactives: at the highest dose activity change, negative = inhibition, most hits filed as inhibitors; 360,000 tested, 0.14% active;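 also: potency is read from the fitted curve at half-maximal effect; plate controls were vehicle for no effect and positive control for full effect; nearly all actives have a fitted effect of over 50% in size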
PLK1 PBD inh: blocks phosphopeptide binding to human PLK1 polo-box domain; P53350; Plk1 PBD binding of FITC phosphopeptide, fluorescence polarization; Potency, µM, without a hit: max response, negative = inhibition, most hits filed as inhibitors; 360,000 tested, 2.8% active; AID 720504; also: potency is read from the fitted curve at half-maximal effect; series mostly up to about 57 µM; % is scaled to controls: 0 for no effect and ±100 for the full control effect; nearly all actives have a fitted effect of over 65% in size
IL2 activator: activators of IL-2. 360,000 tested, 0.065% active. AID 652025. IL-2 activation reporter assay, cell-based qHTS; stimulated with anti-CD3/CD4/CD28 beads; in transgenic mouse T cells. activation, % (series mostly up to about 46 µM); in the data active = activation above about 50%; inconclusive = mostly about 30% to 49%; also: 0% is about no effect
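EGFP and DsRed fluorescence is measured by plate cytometry in unstimulated transgenic mouse T cells exposed to compound for 60 minutes, then stimulated 18 hours at 37 degrees C with anti-CD3/anti-CD4 beads plus anti-CD28.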
Abeta yeast res: compounds reversing amyloid beta toxicity in yeast; yeast expressing A-beta42, growth rescue, OD600, 48 h; response scale: 0% DMSO, 100% iron-clioquinol control; Potency, µM (titrated, usually from 46.1 µM), for inactives: at the top dose growth rescue, usual class: activators; 410,000 tested, 0.063% active; also: potency is read from the fitted curve at half-maximal effect; nearly all actives have a fitted effect of over 55% in size
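Yeast growth medium received pinned compounds, then yeast cells expressing toxic A-beta were added; plates incubated at 30 C for 48 hr. Growth read as absorbance at 600 nm, normalized to DMSO and equimolar FeCl3 plus clioquinol controls.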
aSyn rescue: rescues yeast growth from alpha-synuclein toxicity | Yeast expressing alpha-synuclein, growth rescue, BacTiter-Glo, 24 h | Potency, µM (doses to about 46.1 µM), for the others: top-dose growth rescue (activation), most hits filed as activators | AID 652106 | 370,000 tested, 0.14% active; also: potency is read from the fitted curve at half-maximal effect; % of control where 0% means no effect; nearly all actives have a fitted effect of over 65% in size
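Galactose-induced alpha-syn yeast (OD600=0.02, raffinose-pregrown) + pinned cpd, 24 hr, 30 deg C; growth by BacTiter-Glo luminescence. Growth restoration scores as activation.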
FUS yeast rescue: FUS proteinopathy suppression in yeast. S. cerevisiae FUS-expressing, growth rescue, OD600, 24 h. Potency, µM (doses to about 76.6 µM), for the others: at the highest dose growth rescue (activation), usual class: activators. 390,000 tested, 0.24% active. AID 1347120;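 also: potency is read from the fitted curve at half-maximal effect; plate controls were DMSO vehicle for no effect and reference control for full effect; nearly all actives have a fitted effect of over 55% in size; some results filed as inactive show a strong effect at the top dose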
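S. cerevisiae expressing FUS from galactose induction served as the toxicity model. Growth after 24hr at 30C, read as absorbance at 600 nm, indicates suppression of toxicity; compounds dosed at several concentrations.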
* hit, by the source's call; ? = inconclusive; / = not tested or not shown; [ ] = dose if it differs, or a comment. Unless noted, calls follow the shape of the dose curve; as a rule, active = well fitted curve in the direction sought with a large enough effect; inconclusive = small, poorly fitted or top-dose-only effect, or another doubt; inactive = no such curve, though single readings can be large; an effect the other way counts as inactive or inconclusive.

1: CC(C)NC(=O)c1ccc(C2SCC(=O)N2Cc2ccccc2)cc1 (configuration not stated)
2: CSc1nc(N)nc(SC2C=CCCC2)c1C#N (configuration not stated)
3: O=C(c1ccccc1-n1cccc1)N1N=C(C(F)F)CC1(O)C(F)F (configuration not stated)
4: CN(C)C(C)(C)/C=C/C(O)(c1ccccc1)c1ccccc1
5: COc1ccc(OC)c(CCNC(=O)Cn2nc(C)c3c(C)n(-c4ccc(C)cc4)nc3c2=O)c1
6: O=[N+]([O-])c1ccccc1OCCCN1CCc2ccccc2C1
7: CC(C)Cc1ccc(C(C)/C=C2/CCC(CN3CCCCC3)C2=O)cc1 (configuration not stated)
8: COc1ccc(CCC(=O)NNC(=O)c2cccs2)cc1

Assay by compound	1	2	3	4	5	6	7	8
EPAC1 ag	8%	10%	-13%	-4%	7%	5%	-31%[inhibitor]	12%
WRN helicase inh	-5%	-9%	0%	3%	6%[11.6 µM]	1%	35µM*	4%
PI5P4K alpha inh	/	/	0	-1	-3	0	-24	5
EPAC1 antagonist	-1%	8%	-3%	0%	-20%	-5%	-22%	17%
PLK1 PBD inh	-4%	-4%	0%	5%	-19%	-5%	13µM*	-8%
IL2 activator	1.7	-2.2	-1.4	-1.7	-1.9	-2.5	-0.7	0.4
Abeta yeast res	27%	13%	-13%	-1%	-3%	7%	-26%	7%
aSyn rescue	15%	-20%	-1%	7%	-2%	-8%	-71%[inhibitor]	2%
FUS yeast rescue	-5%	12%	-11%	5%	0%	-8%	/	-19%

9: O=C(CC1N=C2c3ccccc3N=C(SCc3ccc(F)cc3)N2C1=O)NCc1ccco1 (configuration not stated)
10: O=C(NCC(c1cccs1)N1CCOCC1)c1ccc(OCc2ccccc2)cc1 (configuration not stated)
11: CCc1nc2c(OCCC3CCCCC3)cccn2c1N(C)C(=O)COc1ccccc1
12: O=C(CN1CCCCC1)NCCNC(=O)CN1CCCCC1
13: CNc1ccc(-c2ccccc2OC)cn1
14: C/C(N)=C(/C#N)C(=O)CSc1cc(Cl)ccc1Cl
15: CC(=O)c1c(C(C)=O)c(C)n(-c2cccc3cccnc23)c1C
16: COCCn1ccc2c(OCC(=O)Nc3ccccc3OC)cccc2c1=O

Assay by compound	9	10	11	12	13	14	15	16
EPAC1 ag	-5%	7%	4%	-8%	-3%	4%	9%	6%
WRN helicase inh	-26%	-8%	4%	-6%	2%	5%	-3%	1%
PI5P4K alpha inh	-14	9	-29	-1	-2	0	-3	-17
EPAC1 antagonist	6%	0%	2%	-3%	8%	7%	-3%	2%
PLK1 PBD inh	-22%	-6%	-14%	-2%	5%	-7%	-4%	-9%
IL2 activator	-3.3	-0.1	-0.6	4.1	0.6	-0.3	1.3	-1.1
Abeta yeast res	15%	7%	7%	10%	-2%	-4%	-9%	-5%
aSyn rescue	2%	6%	-3%	-1%	3%	-6%	?	-2%
FUS yeast rescue	51%	15%	7%	-6%	-16%	/	-11%	17%

17: O=C1COc2ccc(C(=O)COC(=O)c3ccc([N+](=O)[O-])cc3Cl)cc2N1
18: CNc1ccccc1C(C)(C)c1cc(-c2cccc(OC)c2)no1
19: CCN(CC)CCN1CCN(c2cncc(-c3cccc(N)c3)n2)CC1
20: Cc1ccc(/C=N/NC(=O)c2cccnc2)s1
21: CC1=C(C)CS(=O)N(S(=O)(=O)c2ccccc2)C1 (configuration not stated)
22: COc1ccccc1/C=C(/NC(=O)c1ccc(Cl)cc1Cl)C(=O)O
23: NC(=O)C1=NOC(CNc2ncc(C(F)(F)F)cc2Cl)C1 (configuration not stated)
24: COc1ccccc1Cc1c(-c2ccc(C#N)cc2)nc2c3ccccc3ccn12

Assay by compound	17	18	19	20	21	22	23	24
EPAC1 ag	0%	4%	-7%	-3%	17%	-8%	-5%	-9%
WRN helicase inh	4%	-17%	-21%	10%	40µM*	-2%	2%	-18%
PI5P4K alpha inh	-18	1	0	3	/	0	1	2
EPAC1 antagonist	?	13%	-4%	17%	-1%	3%	-3%	13%
PLK1 PBD inh	-11%	4%	-7%	5%	1.5µM*	-1%	2%	-3%
IL2 activator	-5.4	0.1	-0.1	1.7	-1.4	0.7	0.2	0.2
Abeta yeast res	8%	15%	-10%	-12%	-9%	0%	16%	-18%
aSyn rescue	-5%	-1%	?	0%	-22%	1%	4%	0%
FUS yeast rescue	9%	19%	-7%	6%	15%	0%	-11%	?

2 compounds picked at random from those above:
18: CNc1ccccc1C(C)(C)c1cc(-c2cccc(OC)c2)no1
20: Cc1ccc(/C=N/NC(=O)c2cccnc2)s1

Assay by compound	18	20
EPAC1 ag	4%	-3%
WRN helicase inh	-17%	10%
PI5P4K alpha inh	1	3
EPAC1 antagonist	13%	17%
PLK1 PBD inh	4%	5%
IL2 activator	0.1	1.7
Abeta yeast res	15%	-12%
aSyn rescue	-1%	0%
FUS yeast rescue	19%	6%

Next section:
25: CC1(C)CC2CC(C)(CN2c2ncnc3ccc(Br)cc23)C1 (configuration not stated)
26: C=CCn1c(=O)c(C#N)cc2c(=O)n3ccccc3nc21
27: CCOC(=O)[C@]12CCC=C1N(CCC1=CCCCC1)C(=O)[C@H](CC(=O)NCc1ccccc1)C2
28: C(=N\Nc1nncc2ccccc12)/c1ccccn1
29: COC(=O)c1cnn(-c2ccccc2)c1C(OC)OC
30: COc1ccc(C(C(=O)NCc2ccccc2)N(Cc2ccco2)C(=O)c2snc(C(N)=O)c2N)cc1OC (configuration not stated)
31: COc1ccc(C(=O)Nc2ccc(C(=O)N3CCCC3)cc2)cc1[N+](=O)[O-]
32: CCCCN(C=O)c1c(CC)nc2c(OCCOc3ccccc3)cccn12

Assay by compound	25	26	27	28	29	30	31	32
EPAC1 ag	5%	-6%	-2%	10%	2%	7%	3%	1%
WRN helicase inh	2%	-18%	1%	2%	9%	-4%	-7%	2%
PI5P4K alpha inh	3	-14	14	-3	2	1	9	-9
EPAC1 antagonist	-9%	13%	-6%	8%	-4%	6%	1%	10%
PLK1 PBD inh	-2%	-5%	-24%	-11%	-4%	-4%	1%	-4%
IL2 activator	-0.7	-0.5	-0.8	-0.2	2.6	1.7	-1.2	-0.8
Abeta yeast res	0%	-12%	-10%	-9%	11%	-10%	6%	-15%
aSyn rescue	-9%	0%	8%	?	-4%	3%	16%	3%
FUS yeast rescue	/	12%	30%	36%	7%	7%	/	4%

33: O=C(CN1CCN(C(=O)N2CCOCC2)CC1)Nc1cc(Cl)ccc1Cl
34: C=CCn1c(-c2ccc(OC)c(OC)c2)cs/c1=N\c1ccccn1
35: C[C@H](CO)N1C[C@H](C)[C@@H](CN(C)S(=O)(=O)c2ccc(F)cc2)Oc2ccc(NC(=O)Nc3ccc4c(c3)OCO4)cc2C1=O
36: CCN1CCN(C(=O)c2c(-c3ccccc3)noc2C)CC1
37: CCN(c1ccccc1)S(=O)(=O)c1ccc(OC)c(NC(=O)c2c(C)noc2C)c1
38: C=C[C@@]1(C)CCC(/C(C)=C/C=C/C(C)(C)O)C[C@@H]1C(=C)C (some centres not stated)
39: C=C(C)CSc1nc(N)c(C#N)c(-c2ccc(C)cc2)c1C#N
40: COc1ccc(NS(=O)(=O)c2ccc(C(=O)N(C)Cc3ccc(C)o3)cc2)cc1

Assay by compound	33	34	35	36	37	38	39	40
EPAC1 ag	4%	12%	7%	3%	-6%	-35%[inhibitor]	8%	8%
WRN helicase inh	2%[57.1 µM]	-4%	-10%	4%[57.1 µM]	-2%	4%	-8%	-3%
PI5P4K alpha inh	-7	4	8	0	2	7	/	3
EPAC1 antagonist	-19%	-14%	-9%	-3%	-5%	-4%	-16%	-1%
PLK1 PBD inh	-12%	?	-2%	-5%	-2%	-5%	27µM*	-1%
IL2 activator	0.1	1.8	0.0	-0.1	-0.2	2.9	-2.3	-0.7
Abeta yeast res	-12%	19%	1%	-11%	-6%	1%	4%	35%
aSyn rescue	-2%	1%	?	-1%	0%	8%	-12%	3%
FUS yeast rescue	-13%	21%	?	-27%	9%	-3%	4%	16%

3 compounds from above, arranged by molar mass, smallest number first:
39: C=C(C)CSc1nc(N)c(C#N)c(-c2ccc(C)cc2)c1C#N
32: CCCCN(C=O)c1c(CC)nc2c(OCCOc3ccccc3)cccn12
27: CCOC(=O)[C@]12CCC=C1N(CCC1=CCCCC1)C(=O)[C@H](CC(=O)NCc1ccccc1)C2

Assay by compound	39	32	27
EPAC1 ag	8%	1%	-2%
WRN helicase inh	-8%	2%	1%
PI5P4K alpha inh	/	-9	14
EPAC1 antagonist	-16%	10%	-6%
PLK1 PBD inh	27µM*	-4%	-24%
IL2 activator	-2.3	-0.8	-0.8
Abeta yeast res	4%	-15%	-10%
aSyn rescue	-12%	3%	8%
FUS yeast rescue	4%	4%	30%

(next part)
41: Cc1cc(C)c2nc(N3CCCN(C(=O)c4cnccn4)CC3)c(C#N)cc2c1
42: CCCCN(CCCC)CCNC(=O)CSCc1ccc(C)cc1
43: CC(C(=O)c1ccccc1)n1cnc2ccccc2c1=O (configuration not stated)
44: COc1ccccc1NC(=O)N(C)C[C@@H]1OCc2cnnn2CCCC(=O)N([C@H](C)CO)C[C@H]1C

Assay by compound	41	42	43	44
EPAC1 ag	19%	5%	-4%	-23%
WRN helicase inh	2%	5%	-6%	-1%
PI5P4K alpha inh	/	-8	4	-12
EPAC1 antagonist	-1%	11%	-2%	12%
PLK1 PBD inh	-11%	-17%	-1%	-15%
IL2 activator	-2.7	-0.7	-1.4	-2.0
Abeta yeast res	5%	2%	-6%	-10%
aSyn rescue	-4%	-9%	4%	2%
FUS yeast rescue	29%	15%	-10%	6%
